Source: PubChem (Sanford-Burnham Center for Chemical Genomics)
MPTP inh: permeability transition pore inhibition; inhibition, % at 10 µM; isolated mouse mitochondria, Ca2+ swelling absorbance, 30 min; actives 1.4% (n = 360,000);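 active = inhibition of 50% or more, scaled per plate between neutral and stimulator controls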;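 note: 0% = DMSO wells given calcium and 100% = 1 mM EGTA wells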
SENP7 block: blocks the human protease SENP7; recombinant SENP7, Z-RLRGG-aminoluciferin luminescence, 40 min; inhibition, % at 5 µM; actives 1.5% (n = 330,000); AID 434973;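 active = inhibition above about 50% at the single test dose, limit read from the data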;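 note: plate controls were DMSO with enzyme for no effect and no enzyme buffer wells for full effect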
GRIN3A LBD mod: modulators (binders) of human NR3A ligand-binding domain; NR3A LBD differential scanning fluorimetry, Tm shift; 0% = protein alone, 100% = glycine-bound protein; Tm shift relative to glycine control, % at 25 µM; actives 2.5% (n = 340,000); AID 1259313;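 active = melting temperature shift of at least 10% of the positive control shift, at one fixed dose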
PfGluPho inh: PfG6PD (Plasmodium falciparum) enzyme inhibition; AID 504690; actives 0.78% (n = 350,000); PfGluPho enzyme, NADPH resazurin-diaphorase fluorescence; inhibition, % at 20 µM;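 active = inhibition reaching at least a set limit at 20 µM in the primary screen, cut at about 59% in these data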;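 note: 0% = DMSO wells with substrate and 100% = DMSO wells lacking glucose-6-phosphate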
ATG4B inhibitor: ATG4B (human) cysteine protease inhibition. Q9Y4P1. ATG4B cleavage of LC3-PLA2, NBD-HPC fluorescence, 1 h. inhibition, % at 8.33 µM. actives 0.51% (n = 340,000). AID 504462; in the data active = inhibition above about 40%
SENP8 inh: inhibitors of human SENP8 protease; AID 602440; recombinant SENP8, Nedd8 substrate fluorescence; actives 0.64% (n = 360,000); inhibition, % at 20 µM; Q96LD8; in the data active = inhibition mostly above about 40%, no sharp cut-off; inactive = mostly below about 27%
SENP6 inh: SENP6 protease inhibition; Q9GZR1; Recombinant SENP6 catalytic domain, aminoluciferin luminescence; inhibition, % at 10 µM; actives 1.8% (n = 330,000); AID 2599;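 active = inhibition above about 50% at the single tested dose, limit read from the data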;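 note: plate controls were DMSO wells with enzyme for no effect and DMSO wells lacking enzyme for full effect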
HKDC1 inh: blocks human hexokinase HKDC1 activity; inhibition, % at 20 µM; recombinant HKDC1, G6PDH/diaphorase resazurin coupled fluorescence; actives 0.16% (n = 340,000);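 active = inhibition above about 35% when tested at 20 µM, limit read from the data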;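 note: plate controls were DMSO wells with enzyme for no effect and DMSO wells lacking enzyme for full effect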
Target sequence (Q2TB90 whole entry, looked up): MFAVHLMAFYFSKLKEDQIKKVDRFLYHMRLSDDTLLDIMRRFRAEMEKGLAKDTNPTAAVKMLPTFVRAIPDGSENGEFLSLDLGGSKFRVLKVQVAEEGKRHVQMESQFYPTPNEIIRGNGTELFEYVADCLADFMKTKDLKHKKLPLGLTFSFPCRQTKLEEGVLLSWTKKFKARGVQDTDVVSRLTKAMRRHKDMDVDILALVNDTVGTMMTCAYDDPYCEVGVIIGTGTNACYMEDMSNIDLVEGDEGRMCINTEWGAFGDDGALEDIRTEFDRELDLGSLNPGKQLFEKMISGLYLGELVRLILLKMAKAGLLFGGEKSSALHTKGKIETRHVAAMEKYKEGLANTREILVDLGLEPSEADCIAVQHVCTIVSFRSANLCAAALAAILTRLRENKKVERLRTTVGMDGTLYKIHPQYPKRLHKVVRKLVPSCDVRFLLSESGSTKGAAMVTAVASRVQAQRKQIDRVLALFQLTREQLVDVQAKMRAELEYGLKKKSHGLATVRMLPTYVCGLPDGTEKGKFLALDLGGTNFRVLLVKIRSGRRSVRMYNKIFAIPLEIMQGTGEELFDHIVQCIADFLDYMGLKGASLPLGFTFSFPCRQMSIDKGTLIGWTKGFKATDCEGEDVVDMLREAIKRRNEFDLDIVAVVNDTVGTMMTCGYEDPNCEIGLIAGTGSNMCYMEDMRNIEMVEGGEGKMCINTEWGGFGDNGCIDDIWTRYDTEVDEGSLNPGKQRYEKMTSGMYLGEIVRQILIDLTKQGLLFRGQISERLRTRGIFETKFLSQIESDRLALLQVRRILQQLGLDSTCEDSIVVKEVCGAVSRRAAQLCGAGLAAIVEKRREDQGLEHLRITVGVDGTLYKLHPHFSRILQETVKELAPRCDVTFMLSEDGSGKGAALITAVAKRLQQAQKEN
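Test system: recombinant HKDC1 (HK5) hexokinase enzyme, produced in-house / Doses: 20 µM test compound, 1% DMSO / Timing: 90 min, room temperature / Detection: G6PDH/diaphorase-coupled fluorescence, 1 mM NADP, 100 µM resazurin, 525/613 nm / Control set: DMSO wells with and without enzyme mix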
Active calls of the source: *; / = no result given. Compounds as they come; overall some 6.9% were active at least once.

Preview:
Every second line gives: MPTP inh | SENP7 block | GRIN3A LBD mod | PfGluPho inh | ATG4B inhibitor | SENP8 inh | SENP6 inh | HKDC1 inh
CC(C)N(C(=O)CSc1n[nH]c(=O)n1CCc1ccccc1)C(C)C
  0.2 | -7.2 | -4.0 | 8.0 | -4.8 | 4.3 | -16.3 | -4.0
Cn1c(=O)[nH]c(=O)c2[nH]c(N(Cc3ccccc3)Cc3ccccc3)nc21
  1.7 | -4.8 | 0.5 | -27.0 | 5.6 | 3.5 | -4.4 | 1.4
CN(C)C(=O)CSc1nc2ccccc2n1Cc1ccccc1
  0.9 | -0.6 | -14.8 | -7.6 | 1.0 | 18.4 | -11.3 | -10.7
C[C@H](CO)N1C[C@H](C)[C@@H](CN(C)S(C)(=O)=O)Oc2c(NC(=O)C3CCCCC3)cccc2C1=O
  0.6 | 7.0 | -0.6 | -0.6 | -2.5 | 2.2 | -2.7 | -3.4
Cc1c(C)c2c(OCC(=O)NCCCO)cc3c(c2oc1=O)CCC(C)(C)O3
  0.4 | -2.2 | -1.0 | 3.2 | 12.6 | -292.8 | -11.8 | 7.7
Cc1c(NC(=O)c2cc(-n3cnnc3)ccc2Cl)cccc1-c1nc2ccccc2o1
  -1.5 | -10.7 | -0.1 | 13.1 | -4.5 | -8.9 | 0.3 | -6.2
CCCNC(=O)CN1C(=O)c2ccccc2Sc2ncccc21
  0.2 | 0.4 | -2.0 | -8.0 | 8.4 | 17.3 | 18.0 | -4.2
COc1ccc([C@@H]2[C@@H]3C(=O)N(C(C)(C)C)C(=O)[C@@H]3[C@]3(Cc4ccccc4)C(=O)N(c4cccc(Cl)c4)C(=O)N23)cc1
  1.0 | 10.0 | -10.1 | 14.7 | -12.8 | 6.8 | -3.4 | 1.0
CCOCCn1c(COc2ccc(C)cc2)nc2ccccc21
  20.8 | 5.5 | -0.5 | 16.4 | 4.7 | 20.9 | -14.9 | -8.6
CCCCn1ccc(O)c(Cc2ccc(F)cc2)c1=O
  0.2 | 0.1 | -4.2 | -0.3 | 5.8 | 1.0 | -9.6 | 4.5

The list itself, previewed entries included:
Every second line gives: MPTP inh | SENP7 block | GRIN3A LBD mod | PfGluPho inh | ATG4B inhibitor | SENP8 inh | SENP6 inh | HKDC1 inh
CC(C)N(C(=O)CSc1n[nH]c(=O)n1CCc1ccccc1)C(C)C
  0.2 | -7.2 | -4.0 | 8.0 | -4.8 | 4.3 | -16.3 | -4.0
Cn1c(=O)[nH]c(=O)c2[nH]c(N(Cc3ccccc3)Cc3ccccc3)nc21
  1.7 | -4.8 | 0.5 | -27.0 | 5.6 | 3.5 | -4.4 | 1.4
CN(C)C(=O)CSc1nc2ccccc2n1Cc1ccccc1
  0.9 | -0.6 | -14.8 | -7.6 | 1.0 | 18.4 | -11.3 | -10.7
C[C@H](CO)N1C[C@H](C)[C@@H](CN(C)S(C)(=O)=O)Oc2c(NC(=O)C3CCCCC3)cccc2C1=O
  0.6 | 7.0 | -0.6 | -0.6 | -2.5 | 2.2 | -2.7 | -3.4
Cc1c(C)c2c(OCC(=O)NCCCO)cc3c(c2oc1=O)CCC(C)(C)O3
  0.4 | -2.2 | -1.0 | 3.2 | 12.6 | -292.8 | -11.8 | 7.7
Cc1c(NC(=O)c2cc(-n3cnnc3)ccc2Cl)cccc1-c1nc2ccccc2o1
  -1.5 | -10.7 | -0.1 | 13.1 | -4.5 | -8.9 | 0.3 | -6.2
CCCNC(=O)CN1C(=O)c2ccccc2Sc2ncccc21
  0.2 | 0.4 | -2.0 | -8.0 | 8.4 | 17.3 | 18.0 | -4.2
COc1ccc([C@@H]2[C@@H]3C(=O)N(C(C)(C)C)C(=O)[C@@H]3[C@]3(Cc4ccccc4)C(=O)N(c4cccc(Cl)c4)C(=O)N23)cc1
  1.0 | 10.0 | -10.1 | 14.7 | -12.8 | 6.8 | -3.4 | 1.0
CCOCCn1c(COc2ccc(C)cc2)nc2ccccc21
  20.8 | 5.5 | -0.5 | 16.4 | 4.7 | 20.9 | -14.9 | -8.6
CCCCn1ccc(O)c(Cc2ccc(F)cc2)c1=O
  0.2 | 0.1 | -4.2 | -0.3 | 5.8 | 1.0 | -9.6 | 4.5
CC(C)Sc1nnc(CNC(=O)C23CC4CC(CC(C4)C2)C3)n1C1CCCCC1
  -1.0 | 5.8 | -2.0 | 18.6 | -8.1 | 15.9 | 4.4 | -4.8
COCc1c(C(=O)N2CCN(c3ccc(C(F)(F)F)cn3)CC2)oc2ccccc12
  -2.4 | 1.6 | 0.8 | 16.5 | 7.1 | 12.7 | -16.1 | -0.9
CN1CCC(N(C)C(=O)c2ccccc2F)CC1
  0.5 | 5.0 | -1.0 | -0.3 | -10.1 | 20.0 | 13.5 | 3.1
O=C(Nc1cc(C(F)(F)F)ccc1N1CCOCC1)C1Cc2ccccc2CN1C(=O)c1ccco1 (stereo unspecified)
  1.3 | 8.4 | 0.8 | 81.2* | -11.3 | 2.7 | 15.5 | 3.8
Cc1ccc(NC(=O)C(CC(=O)O)C2CCCO2)c(C)c1 (stereo unspecified)
  -0.3 | -6.5 | -1.8 | 1.0 | 5.3 | 31.2 | -8.8 | -5.2
Nc1ccc(-c2nc3ccc(C(=O)O)cc3s2)cc1
  -1.2 | / | 0.4 | -11.7 | 6.9 | -406.8 | / | 2.6
CN1Cc2c(N3CCOCC3)nc3sc(C#N)c(N)c3c2CC1(C)C
  -0.7 | -5.9 | 0.2 | 6.5 | -0.7 | -440.5 | -15.4 | 3.1
O=C(NCCc1ccccc1)c1c(O)c2cccc3c2n(c1=O)CC3
  4.2 | -7.8 | -7.3 | -20.2 | 12.3 | -127.1 | -14.2 | -2.5
COc1ccccc1NC(=O)Cn1cnc2sc(C(=O)Nc3ccc(OC)c(OC)c3)c(C)c2c1=O
  0.8 | -2.4 | -8.5 | 8.3 | 7.6 | 4.0 | -3.0 | 2.2
CC(C)(C)NC(=O)COc1ccc2oc3c(c2c1)CCCC3
  -0.5 | 1.9 | -2.2 | -9.7 | 8.5 | 2.0 | -3.2 | -1.8

Random excerpt: two compounds from above.
Every second line gives: MPTP inh | SENP7 block | GRIN3A LBD mod | PfGluPho inh | ATG4B inhibitor | SENP8 inh | SENP6 inh | HKDC1 inh
O=C(NCCc1ccccc1)c1c(O)c2cccc3c2n(c1=O)CC3
  4.2 | -7.8 | -7.3 | -20.2 | 12.3 | -127.1 | -14.2 | -2.5
CN1CCC(N(C)C(=O)c2ccccc2F)CC1
  0.5 | 5.0 | -1.0 | -0.3 | -10.1 | 20.0 | 13.5 | 3.1

Remaining list, next part:
| SMILES | MPTP inh | SENP7 block | GRIN3A LBD mod | PfGluPho inh | ATG4B inhibitor | SENP8 inh | SENP6 inh | HKDC1 inh |
| --- | --- | --- | --- | --- | --- | --- | --- | --- |
| COc1ccc(C(=O)NCc2n[nH]c(=S)n2-c2ccccc2)cc1OC | -0.2 | -2.5 | -3.9 | 39.8 | 3.8 | 2.3 | 4.8 | -9.6 |
| CCCSc1nnc(CN2CCOCC2)n1C | 0.3 | -1.2 | 1.8 | 18.8 | 0.6 | 21.3 | -7.4 | 3.3 |
| CC(=O)Nc1ccc(NS(=O)(=O)c2cc(C)sc2C)cc1 | 0.5 | 12.3 | -2.5 | 6.5 | 6.8 | 9.8 | 11.0 | -6.7 |
| COc1cc(C=O)cc(OC)c1OS(=O)(=O)c1ccc(NC(C)=O)cc1 | 25.3 | -1.5 | 0.5 | -0.5 | -6.8 | 31.8 | -2.2 | -2.8 |
| O=C1CC2(CCCCC2)Oc2ccc(F)cc21 | 0.3 | -1.4 | -0.9 | -0.2 | -15.2 | -4.2 | -4.0 | -3.6 |
| CC(C)OP(=O)(c1ccc(N(C)C)cc1)C(O)c1cccnc1 (stereo unspecified) | -0.2 | 13.6 | -0.6 | -2.1 | -1.2 | 26.2 | -19.6 | -5.3 |
| CN(c1ccccc1)S(=O)(=O)c1ccc(C(=O)N2CCc3ccccc3C2)cc1 | 1.9 | -15.2 | -0.3 | 0.8 | 13.0 | 11.8 | -10.9 | 11.4 |
| CN(CCNC(=O)C1CCC(=O)N(Cc2ccc(Cl)cc2)C1)CCc1ccccc1 (stereo unspecified) | -0.5 | -11.3 | 0.5 | -7.9 | 10.5 | 7.5 | -1.6 | -0.7 |
| CSCCNC(=O)c1ccc2nc(Cc3ccccc3F)oc2c1 | 0.4 | -8.8 | -1.8 | -5.0 | -2.0 | 20.2 | -3.0 | -0.4 |
| CCOc1cc(CNCc2cccs2)ccc1OCC(=O)NC(C)(C)C | 1.1 | -3.8 | 3.8 | 9.1 | 5.5 | 27.8 | -19.2 | 13.3 |
| O=C(N/N=C/c1ccncc1)c1ccccc1[N+](=O)[O-] | -2.1 | 7.2 | -3.3 | -19.8 | 11.8 | 14.4 | -2.3 | 7.5 |
